# Compound activity: PubChem BioAssay, several laboratories
# CRFBP-R2 agonist: agonists of human CRF-binding protein/CRF-R2 receptor complex; HEK293 CRF-R2/CRF-BP, calcium dye fluorescence (FLIPR); percent of saturating CRF peptide response; activation, % at 13.2 µM; 350,000 compounds, 0.46% hits; AID 588473;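 active means activation of at least 50%, plus an integration ratio under a set limit after plate pattern correction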;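 further: plate controls were neutral control wells without compound for no effect and CRF at EC100 for full effect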
# CHRM4 antagonist: blocks acetylcholine activation of human M4 receptor; inhibition, % at 3 µM; 360,000 compounds, 0.73% hits; P08173; CHO-hM4 cells, ACh EC80, Fluo-8 calcium fluorescence;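 active means inhibition above its plate's cutoff, the mean inhibition of sample wells plus 3 SD, cut at about 27% in these data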;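 further: 0% = acetylcholine EC80 with DMSO and 100% = DMSO without agonist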
# Target sequence (P08173 whole entry, looked up): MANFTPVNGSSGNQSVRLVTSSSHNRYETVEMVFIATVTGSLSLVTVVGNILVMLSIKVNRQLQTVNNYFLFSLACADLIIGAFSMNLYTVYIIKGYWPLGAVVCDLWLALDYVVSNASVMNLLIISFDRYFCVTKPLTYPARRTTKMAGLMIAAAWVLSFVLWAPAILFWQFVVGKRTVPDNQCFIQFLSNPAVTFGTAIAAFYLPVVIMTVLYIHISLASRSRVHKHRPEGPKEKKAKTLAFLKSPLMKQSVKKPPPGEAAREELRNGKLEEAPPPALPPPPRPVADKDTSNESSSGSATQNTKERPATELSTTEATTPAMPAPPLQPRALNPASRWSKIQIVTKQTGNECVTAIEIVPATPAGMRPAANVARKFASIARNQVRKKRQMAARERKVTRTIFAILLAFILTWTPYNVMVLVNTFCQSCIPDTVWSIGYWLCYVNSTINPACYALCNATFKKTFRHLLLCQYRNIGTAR
# M5 ag: agonists of human muscarinic M5 receptor (CHRM5); P08912; CHO-K1 hM5 cells, Fluo-8 calcium fluorescence; 0% DMSO wells, 100% maximal acetylcholine response; activation, % at 3 µM; 360,000 compounds, 0.19% hits; AID 624037;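 active means activation above the run's mean over test compounds plus 3 SD, cut at about 23% in these data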;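 further: signal is peak over basal fluorescence ratio across the kinetic read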
# Target sequence (P08912 whole entry, looked up): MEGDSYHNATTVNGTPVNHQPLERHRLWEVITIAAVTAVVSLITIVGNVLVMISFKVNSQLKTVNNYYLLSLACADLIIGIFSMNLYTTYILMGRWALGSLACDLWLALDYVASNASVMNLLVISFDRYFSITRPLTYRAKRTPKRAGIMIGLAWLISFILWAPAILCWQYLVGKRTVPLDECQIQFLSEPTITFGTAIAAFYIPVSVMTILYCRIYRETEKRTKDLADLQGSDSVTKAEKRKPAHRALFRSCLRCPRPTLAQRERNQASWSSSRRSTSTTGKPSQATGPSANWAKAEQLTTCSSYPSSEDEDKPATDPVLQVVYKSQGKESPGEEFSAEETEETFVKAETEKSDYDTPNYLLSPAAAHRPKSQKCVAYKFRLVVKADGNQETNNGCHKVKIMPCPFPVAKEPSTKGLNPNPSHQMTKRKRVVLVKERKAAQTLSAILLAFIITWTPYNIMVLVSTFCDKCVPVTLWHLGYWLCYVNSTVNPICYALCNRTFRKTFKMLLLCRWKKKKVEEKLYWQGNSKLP
# M5 PAM: CHRM5 positive allosteric modulation; CHO-K1 hM5, Fluo-8 calcium, ACh EC20 PAM; 0% = ACh EC20, 100% = ACh EC100; activation, % at 3 µM; 360,000 compounds, 0.3% hits;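 active means activation above the run cutoff, the mean activation of all test compounds plus 3 SD, cut at about 18% in these data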
#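 system = human M5 receptor in CHO-K1 cells | compound = one concentration, 3 µM final (nominal) | schedule = Post-acetylcholine fluorescence recording 140 s | signal = Fluo-8 calcium dye fluorescence, kinetic read | benchmarks = low control EC20 acetylcholine (0%), high control EC100 acetylcholine (100%) | repeats = singlicate, one well per test compound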
# CHRM4 PAM: potentiates acetylcholine response at human M4 receptor; P08173; CHO-K1 hM4/Gqi5, Fluo-8 calcium fluorescence, ACh EC20; 0% = ACh EC20, 100% = maximal ACh; activation, % at 3 µM; 360,000 compounds, 0.4% hits;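 active means activation above its plate's cutoff, the mean activation of sample wells plus 3 SD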; further: some results filed as inactive read as strong as hits
# M5 antag: antagonists of human muscarinic M5 receptor (CHRM5). 360,000 compounds, 0.59% hits. CHO-hM5 cells, Fluo-8 calcium fluorescence, ACh EC80. inhibition, % at 3 µM. P08912;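 active means inhibition above a per-plate cutoff, the mean of that plate's test compounds plus 3 SD, cut at about 27% in these data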;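 further: 0% = acetylcholine EC80 with DMSO and 100% = DMSO without agonist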
# M1 PAM: potentiates human M1 receptor response to acetylcholine | CHO-K1 hM1, Fluo-8 calcium fluorescence, ACh EC20; 0% = ACh EC20, 100% = maximal ACh | activation, % at 3 µM | 360,000 compounds, 0.088% hits; in the data active means activation above about 19%, passing the limit was not always enough
# M4 ag: CHRM4 agonism in calcium assay; CHO-K1 hM4/Gqi5, Fluo-8 calcium fluorescence; vehicle 0%, full acetylcholine response 100%; activation, % at 3 µM; 360,000 compounds, 0.14% hits; AID 624127;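 active means activation above the run mean over all test wells plus 3 SD, cut at about 32% in these data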;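 further: peak over basal fluorescence ratio per well then scaled between controls; 0% = DMSO wells and 100% = acetylcholine at EC100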
# CHRM1 antagonist: antagonists of human M1 muscarinic receptor; 360,000 compounds, 1.3% hits; inhibition, % at 3 µM; CHO-K1 hM1, Fluo-8 calcium fluorescence, ACh EC80 antagonist;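 active means percent inhibition above its own plate's cutoff, namely the mean of that plate's compound wells plus 3 SD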;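 further: peak over basal fluorescence ratio during 140 s after agonist addition; 0% = ACh EC80 plus DMSO and 100% = DMSO alone without agonist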
# Numbers without * were called inactive; nt = no result given.
SMILES,CRFBP-R2 agonist,CHRM4 antagonist,M5 ag,M5 PAM,CHRM4 PAM,M5 antag,M1 PAM,M4 ag,CHRM1 antagonist
Cc1ccc(C(NC(=O)C(C)C)c2cc([N+](=O)[O-])c3cccnc3c2O)cc1 (stereo unspecified),-0.8,1,-1,-3,-2,3,3,1,-7
CCn1nc(NC(=O)c2ccncc2)c2cc3ccc(C)cc3nc21,-1.4,4,1,2,7,2,8,1,-8
CCN(CC(=O)Nc1c(F)cccc1F)C(=O)Cc1ccc2c(c1)CCC2,-2.0,-6,-3,5,10,5,8,2,-4
CC(Oc1ccc2c3c(c(=O)oc2c1)CCC3)C(=O)N[C@@H](Cc1ccccc1)C(=O)O (stereo partly specified),0.3,-7,1,0,2,3,6,0,-12
O=C(COc1ccc(Cl)cc1)Nc1ccc(N2CCN(C(=O)c3ccco3)CC2)cc1,-1.0,8,10,-13,0,11,12,16,0
CN(Cc1nc2ccccc2s1)C(=O)c1ccc(F)cc1,4.2,-1,-2,1,-4,11,6,1,-10
COc1cc(/C=N/n2c(-c3ccccc3)n[nH]c2=S)ccc1O,0.6,0,-2,5,-3,-5,9,1,-15
Cc1ccc(C23CCC(=O)N2C(C(=O)O)CS3)c(C)c1 (stereo unspecified),-0.5,-5,-1,9,3,2,-3,2,14
COC(=O)C1=C[C@@H](C(=O)OC)[C@@H]2C3=C(C(=O)C2(C)C)[C@H](c2ccccc2)[C@@H]2C(=O)N(C)C(=O)[C@@H]2[C@@H]3C1,-1.7,0,3,6,2,12,8,1,-12
O=C(c1ccc(Cl)cc1)N1CCN(c2ccc(F)cc2)CC1,-1.4,-1,2,-3,3,2,-1,2,-1
CC(C)(C)OC(=O)C[C@H]1C/C=C\C[C@H](CC(=O)N[C@H](CO)Cc2ccccc2)C(=O)N2CCC[C@@H]2COC1=O,0.1,-14,-3,-5,7,0,11,2,-10
N#CCCn1cnc2c(=S)nc[nH]c21,-0.5,-5,0,-3,-2,-1,8,0,-7
c1ccc(CCN2CN(CCCN3CCOCC3)c3nc4ccccc4n3C2)cc1,-2.2,-11,-9,2,4,-6,6,0,-4
OC(c1ccc(F)cc1)c1ncc(-c2ccccc2Cl)[nH]1 (stereo unspecified),nt,-17,0,-1,-2,4,-8,4,0
CCOc1ccc2nc(NC(=O)COc3ccc(N(C)S(=O)(=O)c4ccc(C)cc4)cc3)sc2c1,1.2,-1,1,5,-3,4,5,0,-5
O=C(CSc1nnc(NC(=O)c2ccccc2)s1)NCc1ccco1,-0.2,1,2,0,2,-7,2,3,-9
Cc1c(O)nc(SC2CC(=O)N(c3ccccc3)C2=O)[nH]c1=O (stereo unspecified),0.3,-4,-3,-1,2,-7,10,0,-6
COc1ccc(/C=N/NC(=O)c2[nH]c3ccc(Br)cc3c2-c2ccccc2)c(C(=O)O)c1OC,12,12,-2,-5,-2,11,1,1,2
CC1=C(C(=O)N2CCOCC2)C(c2ccc(-c3ccccc3)cc2)NC(=S)N1 (stereo unspecified),-0.8,3,-1,4,-1,5,9,1,-7
CC1(C)COC(/C=C/c2cccc([N+](=O)[O-])c2)=N1,-3.2,-6,4,-8,-3,1,5,5,-11

# In the list so far, three contain a COOH group:
SMILES,CRFBP-R2 agonist,CHRM4 antagonist,M5 ag,M5 PAM,CHRM4 PAM,M5 antag,M1 PAM,M4 ag,CHRM1 antagonist
CC(Oc1ccc2c3c(c(=O)oc2c1)CCC3)C(=O)N[C@@H](Cc1ccccc1)C(=O)O (stereo partly specified),0.3,-7,1,0,2,3,6,0,-12
Cc1ccc(C23CCC(=O)N2C(C(=O)O)CS3)c(C)c1 (stereo unspecified),-0.5,-5,-1,9,3,2,-3,2,14
COc1ccc(/C=N/NC(=O)c2[nH]c3ccc(Br)cc3c2-c2ccccc2)c(C(=O)O)c1OC,12,12,-2,-5,-2,11,1,1,2

# The list continues:
SMILES,CRFBP-R2 agonist,CHRM4 antagonist,M5 ag,M5 PAM,CHRM4 PAM,M5 antag,M1 PAM,M4 ag,CHRM1 antagonist
Cc1cc(C)c(O)c(C2(O)C(=O)c3ccccc3C2=O)c1,0.6,2,0,5,-10,4,4,1,1
Cc1nc(S(=O)(=O)c2ccc(Br)cc2)nc2c1CCC2,0.8,0,2,11,9,3,13,1,6
Cc1ccnc(NC(=O)C2CCN(S(=O)(=O)c3cccc4nonc34)CC2)c1,0.0,-5,-2,-3,-4,0,-2,3,-12
CCCc1nc2ccc(N)cc2c(=O)n1Cc1ccccc1Cl,-0.2,8,1,-1,-3,3,-2,0,-2
Fc1ccccc1Sc1ccccc1CNC1=NCCN1,-1.7,2,-8,-15,-12,11,-5,1,4
CCC(C)(C)NC(=O)C(c1ccc(C)cc1)N(CC1CCCO1)C(=O)CCC(=O)Nc1ccccn1 (stereo unspecified),-0.4,5,-2,4,-1,2,13,1,-10
CCCCC1S/C(=N/N=C/c2ccco2)NC1=O (stereo unspecified),4.7,-12,0,4,6,-6,10,0,-9
CNc1cnc(-c2cccc(C(=O)N3CCOCC3)c2)cn1,nt,1,0,-2,-2,-4,1,0,-7
CCOc1ccccc1NC(=O)C(NCCc1ccc(OC)cc1)c1ccccc1 (stereo unspecified),3.3,-15,-3,5,1,-26,12,1,-11
CN1N=C2c3ccccc3CCC2C1c1ccc(Cl)cc1 (stereo unspecified),-1.0,3,1,-12,-10,19,-2,16,6
COc1ccccc1NC(=O)C1=C(C)Nc2nnnn2C1c1cccc(Br)c1 (stereo unspecified),0.2,5,-1,-6,-3,11,8,5,-1
O=C(c1cc(C2CCCCN2S(=O)(=O)c2ccc(F)cc2F)on1)N1CCOCC1 (stereo unspecified),nt,-10,-4,2,0,6,-18,2,19
CCCc1nc2ccccc2c(=O)n1CCc1ccccc1,0.5,-9,4,-4,-7,-5,-2,3,-5
COc1cc(CNC(=O)C2CC(O)CN2C(=O)Nc2ccccc2)cc(OC)c1OC (stereo unspecified),0.9,-10,0,-5,12,5,10,0,-15
C/C(=N/NC(=O)c1sc(=S)n(C)c1C)c1ccccc1,1.4,-5,1,8,8,-14,10,2,-4
CCc1cc(=O)oc2c3c(cc(OCC(=O)Nc4cccnc4)c12)OC(C)(C)CC3,0.2,-16,3,-6,0,2,-6,3,2
CCN(CC)C(=O)c1sc(NC(=O)c2ccc(C)c([N+](=O)[O-])c2)c(C#N)c1C,4.1,5,1,-7,8,10,1,2,-3
Nc1c(N(Cc2ccco2)C(=O)c2ccc(Cl)cc2)c(=O)[nH]c(=O)n1Cc1ccccc1,0.0,4,-1,0,2,2,5,0,-6
Cc1cccc(-n2nc3c(c2NC(=O)CCC2CCCCC2)CS(=O)C3)c1C (stereo unspecified),-0.5,-5,0,-3,2,6,15,1,-12
COc1cc(/C=N/NC(=S)N/N=C/c2cc(OC)c(OC)c(OC)c2)cc(OC)c1OC,-2.8,-12,1,-3,15,3,-3,6,0
O=[N+]([O-])c1ccc(N2CCCC2)cc1NC(c1ccccc1)c1ccccc1,0.5,-3,-3,2,15,6,-1,0,-11
COc1ccccc1-c1cc(=O)c2c(O)ccc([N+](=O)[O-])c2o1,-1.7,3,1,11,-4,6,1,-1,-5
CC1CCCCC12NC(=O)N(CC(=O)N1CCN(S(=O)(=O)Cc3ccccc3)CC1)C2=O (stereo unspecified),-0.1,-6,1,1,7,5,7,0,-5
Cc1ccccc1NC(=O)CN1C(=O)NC(C)(c2ccc3c(c2)OCO3)C1=O (stereo unspecified),9.3,9,8,-3,1,2,7,5,-8
CCc1c(C(C)S(=O)(=O)c2ccc(C)cc2)[nH]c(=O)n1-c1ccc(OC(F)(F)F)cc1 (stereo unspecified),-0.7,-8,-1,9,5,-11,6,2,-23
COc1ccc(OCCOC(=O)CNC(=O)c2ccc(F)cc2)cc1,-0.3,6,2,0,-2,2,-2,1,-2
CCOc1ccc(C(C)NC(=O)Nc2ccccc2C(=O)OC)cc1 (stereo unspecified),-1.6,-6,-4,-5,-1,-7,-6,1,8
Cc1cc(NC(=O)CSc2nnc(-c3ccco3)n2CC2CCCO2)no1 (stereo unspecified),2.0,-2,1,4,2,-6,1,1,1
COc1cc2c(=O)n(CCC(=O)NCC3CCCO3)c(=O)n(CC(=O)Nc3ccccc3C)c2cc1OC (stereo unspecified),-0.6,-19,-4,-3,1,12,7,2,-1
O=C(NCCN1CCN(c2ccccc2)CC1)Nc1cccc(Br)c1,1.9,-6,0,-7,-6,13,16,9,-17
CCCN(CC(=O)Nc1ccccc1C)C(=O)COc1c(Cl)cccc1Cl,-2.3,3,3,-5,-4,3,10,2,-6
O=C(CS(=O)Cc1ccccc1Cl)Nc1ccccc1Cl (stereo unspecified),-6.8,-8,-2,3,2,3,9,2,-13
CCCCOc1ccc(C(=O)N2CCC(C)CC2)cc1,-0.6,15,-3,0,-2,-1,7,-2,0
O=C(Nc1ccc2c(c1)OCO2)c1cccc(Cl)c1,-1.0,-6,-8,0,7,-2,7,1,-8
CC1(c2nnc(-c3ccc(F)cc3)o2)CC(c2cccc(Cl)c2)=NO1 (stereo unspecified),2.1,-6,-3,10,4,-7,12,2,-10
COc1cccc(-c2cc(C(=O)Nc3cc(OC)c(OC)c(OC)c3)no2)c1,1.0,7,4,-9,0,-1,-3,15,1
CCOC(=O)Cc1csc(SCc2nc3ccccc3c(=O)[nH]2)n1,-0.6,-1,1,2,1,0,5,2,4
Cc1ccc([N+](=O)[O-])cc1N,-2.4,-16,1,2,7,7,1,1,4
Cc1ccc(CNc2nc(N)c([N+](=O)[O-])c(Nc3cccc(F)c3)n2)cc1,-0.4,-1,0,2,4,-3,7,0,0
CC(C)c1ccc(C2CC(=O)N3CN(C)CSC3=C2C#N)cc1 (stereo unspecified),-0.1,-1,4,-9,-6,11,11,4,-24
COc1ccc(NS(=O)(=O)c2cc(NC(=O)[C@H](C)NC(N)=O)ccc2N2CCCC2)cc1,0.8,5,2,4,-4,-11,5,0,-5
COc1ccc(/C=C/C(=O)OCC(=O)NCCC2=CCCCC2)cc1OC,-4.9,-3,-4,5,0,6,7,3,-6
COc1ccc(C(=O)N/C(=C\c2ccc3c(c2)OCO3)C(=O)Nc2ccc(C(=O)O)cc2)cc1,0.0,0,-1,-1,-2,4,11,0,-12
C=CCN1C(=O)C(C)(C)N(C(=O)c2cccc([N+](=O)[O-])c2)c2ccccc21,-0.8,8,-9,0,-9,1,1,0,-15
O=C(Nc1ccccc1)N1CCn2c1nc1ccccc12,-1.7,-14,-5,-3,7,1,2,3,-18
CSc1ccccc1NC(=O)CN(C)C(=O)c1ccc(NC(=O)c2cccs2)cc1,-0.8,-1,6,-18,-4,-8,3,14,-2
Cc1cccc(N(C)S(=O)(=O)c2c[nH]c3ccc([N+](=O)[O-])cc23)c1,2.0,6,-4,-13,-4,12,-4,13,8

# Profiles from above. Order of screens: CRFBP-R2 agonist, CHRM4 antagonist, M5 ag, M5 PAM, CHRM4 PAM, M5 antag, M1 PAM, M4 ag, CHRM1 antagonist
# Listed for COc1ccc(NS(=O)(=O)c2cc(NC(=O)[C@H](C)NC(N)=O)ccc2N2CCCC2)cc1 → 0.8, 5, 2, 4, -4, -11, 5, 0, -5
# Listed for Cc1cccc(N(C)S(=O)(=O)c2c[nH]c3ccc([N+](=O)[O-])cc23)c1 → 2.0, 6, -4, -13, -4, 12, -4, 13, 8
# Listed for C=CCN1C(=O)C(C)(C)N(C(=O)c2cccc([N+](=O)[O-])c2)c2ccccc21 → -0.8, 8, -9, 0, -9, 1, 1, 0, -15
# Listed for O=C(Nc1ccccc1)N1CCn2c1nc1ccccc12 → -1.7, -14, -5, -3, 7, 1, 2, 3, -18
